Screening results from PubChem BioAssay.
SENP8 inh: blocks the human protease SENP8; Q96LD8; purified SENP8, Z-RLRGG-aminoluciferin cleavage, luminescence; inhibition, % at 10 µM; hit rate 1.2% among 330,000
Target sequence (Q96LD8 whole entry, looked up): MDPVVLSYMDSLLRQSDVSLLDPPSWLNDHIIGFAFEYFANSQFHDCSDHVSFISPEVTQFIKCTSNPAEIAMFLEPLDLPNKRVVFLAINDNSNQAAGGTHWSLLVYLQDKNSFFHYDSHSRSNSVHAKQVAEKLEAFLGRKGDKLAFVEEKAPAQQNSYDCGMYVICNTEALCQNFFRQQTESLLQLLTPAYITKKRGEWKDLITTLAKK
SENP7 block: SENP7 protease inhibition. Q9BQF6. recombinant SENP7, Z-RLRGG-aminoluciferin luminescence, 40 min. inhibition, % at 5 µM. hit rate 1.5% among 330,000. AID 434973;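 active = inhibition above about 50% at the single test dose, limit read from the data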;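 note: plate controls were DMSO with enzyme for no effect and no enzyme buffer wells for full effect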
Target sequence (Q9BQF6 706-1050 limits assumed): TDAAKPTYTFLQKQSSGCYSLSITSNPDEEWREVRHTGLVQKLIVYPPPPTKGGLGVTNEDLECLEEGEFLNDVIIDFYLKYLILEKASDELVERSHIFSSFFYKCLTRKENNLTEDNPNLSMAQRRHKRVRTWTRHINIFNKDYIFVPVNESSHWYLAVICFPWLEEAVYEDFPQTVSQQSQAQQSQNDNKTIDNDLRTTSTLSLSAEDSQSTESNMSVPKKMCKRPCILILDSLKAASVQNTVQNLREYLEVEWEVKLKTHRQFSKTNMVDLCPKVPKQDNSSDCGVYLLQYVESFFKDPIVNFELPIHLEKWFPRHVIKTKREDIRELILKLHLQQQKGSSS
UBC13 polyUb: inhibitors of human UBC13 polyubiquitin chain formation. P61088. TR-FRET. inhibition, % at 20 µM. hit rate 0.47% among 330,000. AID 485273; in the data active = inhibition above about 45%, passing the limit was not always enough
Target sequence (P61088 whole entry, looked up): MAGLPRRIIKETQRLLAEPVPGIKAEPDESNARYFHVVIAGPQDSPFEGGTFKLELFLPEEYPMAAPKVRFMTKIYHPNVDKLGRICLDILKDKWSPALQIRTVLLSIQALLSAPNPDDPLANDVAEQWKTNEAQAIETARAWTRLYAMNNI
697 NFkB inh: lowers PMA/ionomycin-induced NF-kB signal in 697 B cells. 697 B-cell NF-kB luciferase reporter, 16 h. hit rate 0.33% among 330,000. AID 435022. inhibition, % at 4 µM; in the data active = inhibition above about 35%
Gli-Sufu antag: Gli-Sufu pathway antagonism | inhibition, % at 5 µM | hit rate 0.74% among 340,000 | Sufu-KO-LIGHT fibroblasts, Gli luciferase reporter luminescence;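 active = inhibition above about 55%, limit read from the data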;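 note: 0% = DMSO-treated cells and 100% = wells with medium but no cells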
Jurkat NFkB inh: inhibitors of the PMA/ionomycin-induced NF-kB reporter in Jurkat cells; PMA/ionomycin-induced NF-kB luciferase reporter, luminescence; hit rate 0.53% among 330,000; AID 435003; inhibition, % at 4 µM
Apaf-1 inh: blocks human Apaf-1 apoptosome activity; O14727; reconstituted apoptosome caspase-3 activity, DEVD-Rh110 fluorescence; AID 489030; inhibition, % at 20 µM; hit rate 0.71% among 330,000; active = inhibition of at least 40% at 20 µM;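 note: plate controls were DMSO wells for no effect and DEVD-CHO caspase inhibitor wells for full effect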
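System: reconstituted apoptosome with Apaf-1, cytochrome c, caspase-9, procaspase-3, dATP; Signal: Rh110 fluorescence intensity; Schedule: 30 min compound preincubation, 50 min activation, room temperature; Reagent: cytochrome c trigger plus (Z-DEVD)2-Rh110 caspase-3 substrate.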
HKDC1 inh: HKDC1 (human) hexokinase inhibition; Q2TB90; hit rate 0.16% among 340,000; recombinant HKDC1, G6PDH/diaphorase resazurin coupled fluorescence; inhibition, % at 20 µM;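 active = inhibition above about 35% when tested at 20 µM, limit read from the data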;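 note: plate controls were DMSO wells with enzyme for no effect and DMSO wells lacking enzyme for full effect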
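Material: recombinant HKDC1 hexokinase; Amount: HKDC1 at 5 µg/mL; Medium: Tris pH 8.0 buffer with MgCl2, Tween-20, BSA, BME; Schedule: 90 min reaction incubation at room temperature, dark; Technique: coupled resazurin fluorescence, excitation 525 nm, emission 613 nm.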
The depositor's hits bear a star; nt = not tested or not shown. Cut-off read from the data, not from the text of the source, unless noted: active = inhibition above about 50%; inactive = the rest.

SMILES	Gli-Sufu antag	SENP8 inh	HKDC1 inh	Apaf-1 inh	UBC13 polyUb	697 NFkB inh	SENP7 block	Jurkat NFkB inh
CC(C)NC(=O)c1ccc2c(c1)S(=O)(=O)c1ccccc1C2=O	-2	-9	-3	6	-15	12	-4	-3
CC(=O)c1c(C)nc(-c2ccccc2)n1O	2	-8	6	-8	-2	1	-4	-3
Cc1nn(Cc2ccc(C(=O)Nc3nc4c(C)cccc4s3)o2)c(C)c1Br	3	-5	0	13	10	5	4	-1
O=C(C(=O)N1CCN(Cc2ccc3c(c2)OCO3)CC1)c1c[nH]c2ccccc12	-3	-10	3	5	0	8	7	13
O=C(NCC1CCCO1)c1cccc(S(=O)(=O)Nc2ccc(SC(F)F)cc2)c1 (stereo not given)	-3	6	-6	-7	3	11	7	3
CCN(CC)S(=O)(=O)c1cc([N+](=O)[O-])ccc1NNC(=O)Nc1ccccc1	17	-1	3	7	-5	15	9	9
CCc1cccc(NC(=O)CC2Oc3ccccc3NC2=O)c1 (stereo not given)	2	-3	4	5	-1	5	5	-11
O=C(CSc1nc2c(c(=O)[nH]1)CCCC2)Nc1ccc(Cl)cc1F	1	2	2	-1	-3	9	6	1
COc1ccc(N2CCN(C(=O)c3ccccc3NC(=O)c3ccccc3)CC2)cc1	-6	-1	-4	6	0	3	-3	-4
O=C(Oc1coc(CSc2ncccn2)cc1=O)c1ccco1	-22	-10	-1	-19	2	8	13	2
Cc1nn(Cc2ccc(C(=O)NN)o2)c(C)c1Cl	-2	5	-1	-10	8	-4	5	8
Cc1c(C(=O)N2CCCCC2)c(S(=O)(=O)N(C)Cc2ccccc2)c(C)n1C	-2	-8	-6	-4	-7	-8	-9	-6
COc1ccc(-c2nc(CS(=O)CC(=O)NCc3cccnc3)c(C)o2)cc1 (stereo not given)	0	0	-2	-1	-10	0	-7	13
CC(=O)Nc1ccc(OC(F)(F)C(F)C(F)(F)F)c(NC(C)=O)c1 (stereo not given)	7	-3	3	0	1	-9	-1	-2
CCCOC1CCCN(C(=O)CCc2nnc(Cc3cccc(C)c3)o2)C1 (stereo not given)	15	-5	1	-2	-3	-52	5	-45
Cc1cccc(/N=C/c2sc3ccccc3c2O)n1	4	62*	2	5	-46	-135	90*	-44
Fc1cc2[nH]c(=S)[nH]c2c(Br)c1N1CCSCC1	3	5	4	9	5	-32	-1	3
O=C(c1ccccc1NS(=O)(=O)c1ccc(F)cc1F)N1CCCCC1	2	4	-6	1	-5	6	4	-6
CCc1ccccc1N1C(=O)c2cccc3c(N4CCOCC4)c([N+](=O)[O-])cc(c23)C1=O	19	-5	20	15	-49	-8	-1	-13
CC(=O)Nc1cccc(NC(=O)COc2ccc3c(c2)CCC3)c1	-9	-6	-3	17	-8	-22	-10	-28
O=C1CCC2=C(CCCC2=O)N1	2	-4	-5	-26	0	-4	12	7
CCOC(=O)CC(=O)CSc1nc(C)cc(-c2cccnc2)c1C#N	-3	-1	-4	-10	1	-1	3	-3
COc1ccc(-n2nc(C(=O)NCC(=O)NCCCN3CCN(C)CC3)c3ccccc3c2=O)cc1	2	-3	1	0	8	16	5	9
O=C1c2ccccc2C(=O)C1c1ccc2ccccc2n1	-53	81*	3	-334	-15	-253	99*	-56
Nc1cc(=O)[nH]c(SCCSc2cc(Cl)ccc2Cl)n1	2	-8	-2	5	-8	5	-12	3
O=C(CSc1ccc2ccccc2n1)Nc1ccc(N2CCOCC2)cc1	-49	-1	-3	-5	2	-19	-4	-32
Cc1oc2c(CN(C)C)c(O)ccc2c(=O)c1-c1ccc2ccccc2n1	10	-4	-7	-5	-10	-31	-8	-6
CC1CCCC(C)N1C(=O)Cc1ccccc1 (stereo not given)	0	-8	-7	-15	4	18	5	-1
O=C(CSc1nnc2c(Cl)cc(Cl)cn12)N1CCN(S(=O)(=O)c2ccccc2)CC1	6	6	-7	-2	1	11	0	6
CC(Sc1ccc2nnc(-c3ccc(F)cc3)n2n1)C(=O)O (stereo not given)	-10	-9	-2	3	2	10	-7	12

Next section.
SMILES	Gli-Sufu antag	SENP8 inh	HKDC1 inh	Apaf-1 inh	UBC13 polyUb	697 NFkB inh	SENP7 block	Jurkat NFkB inh
Cc1ccc(-c2csc3ncnc(-n4nnc5ccccc54)c23)cc1	8	-2	-11	6	12	8	-5	3
CCn1c(C)[n+](CCCS(=O)(=O)[O-])c2cc(Cl)c(Cl)cc21	7	-2	-2	1	0	3	6	-10
CC12CCC(=O)N1C(C(=O)NNC(=O)COc1ccc(Br)cc1)CS2 (stereo not given)	-4	-9	-3	1	-1	2	-2	-1
CC(C)(C)OC(=O)N1CCC(C(=O)N[C@@H](Cc2ccccc2)C(=O)O)CC1	-22	-6	-2	1	-6	1	-3	0
COc1cccc(NC(=O)CSC2=NN3CCCC(=O)N=C3S2)c1	-7	3	0	-1	1	6	-2	6
CCN1CCN(c2cc(N3CCN(C(=O)c4ccco4)CC3)c3c4c(onc24)-c2ccccc2C3=O)CC1	5	3	18	42*	-152	-2	3	-25
Cn1c(NCc2ccc(Cl)cc2)nc2ccccc21	-69	8	-5	2	4	-75	29	-72
COc1cccc(/C=N\NC(=O)c2ccc(Cn3cc(Br)c([N+](=O)[O-])n3)o2)c1O	56*	-3	-14	6	-40	-108	-10	5
COc1cccc(Nc2nc3ccccc3nc2NS(=O)(=O)c2ccc(NC(C)=O)cc2)c1	1	1	-6	-3	0	28	1	6
O=C1CCc2cc(S(=O)(=O)Nc3ccccc3F)cc3c2N1CCC3	-2	4	-4	1	-4	18	-2	6
Nc1cc(OC(=O)c2ccc(F)cc2)nn1S(=O)(=O)c1ccccc1	-11	-8	10	0	5	18	1	16
COc1ccc(N(CC(=O)NC(C)(C)C)C(=O)CCC(=O)Nc2nccs2)cc1	nt	-3	-5	1	1	1	5	-3
Cc1ccc(OCC(=O)N[C@@H](C)c2nnc3ccccn23)cc1C	-2	-14	3	-6	-6	-1	7	0
CC(=O)OC(C(=O)NCc1ccco1)c1cccnc1 (stereo not given)	5	-2	-3	-18	5	9	-6	15
CCc1ccccc1NC(=O)c1ccc(OCc2c(C)noc2C)cc1	-4	-1	-5	12	-9	-34	-6	-8
O=C(Nc1cccc(Br)c1)/C(=C\c1cccnc1)NC(=O)c1ccco1	5	-8	1	4	-2	7	-3	0
COc1ccc(Cn2nnnc2C(c2cc3cc(C)cc(C)c3[nH]c2=O)N2CCOCC2)cc1 (stereo not given)	2	-1	14	-9	10	9	0	20
CCOC(=O)C1=C(CSc2nc(C)cc(C)c2C#N)OC(N)=C(C#N)C1c1ccccc1 (stereo not given)	8	-1	8	15	-5	25	-8	-2
O=C(C1=C[C@@H](C2CCCCC2)C[C@@H](OCCCCO)O1)N1CCN(Cc2ccccc2)CC1	13	0	-4	19	-9	8	0	-4
Nc1nc2c(ccc3ccccc32)s1	-13	-4	1	-9	-2	-12	4	-35
COc1ccc(OCCSc2nnc(CC(=O)Nc3cccc(Cl)c3Cl)n2C)cc1	-4	1	4	9	2	-14	-3	-7
COc1ccc(C2CC(c3cccs3)=NN2C(=O)CSc2nc3c(cnn3-c3ccccc3)c(=O)[nH]2)cc1 (stereo not given)	28	3	3	15	-14	-7	3	6
O=C(CCc1nnc(CCc2ccccc2)o1)N1CCCC1c1nccs1 (stereo not given)	6	4	-7	-12	13	14	2	-5
CC(=O)CCc1ccc(OCC(O)CNCCOc2ccc(C)cc2)cc1 (stereo not given)	-9	0	-9	7	6	15	-8	16
O=C(Cc1ccc(-c2ccccc2)cc1)Nc1ccccn1	-61	-4	-2	15	3	-1	2	-6
CCOC(=O)Cc1csc(NC(=O)COc2ccc(C)c(C)c2)n1	-34	-1	-2	-9	0	14	6	2
NC(=S)N=Nc1c(O)[nH]c2cc(F)c(F)cc12	2	3	1	-6	82*	24	7	6
Cc1cccc(C)c1NC(=O)CN1C(=O)S/C(=C\c2cccn2C)C1=O	1	4	-7	-24	3	15	1	8
Cc1ccc(NC(=O)C2CCN(S(=O)(=O)c3c(C)n[nH]c3C)CC2)c(C)c1	-5	4	2	0	-4	-6	15	-12
COc1ccc(NC(=O)CC2C(=O)N(C)C(=S)N2Cc2ccco2)cc1 (stereo not given)	7	4	13	16	-4	20	3	-7

(further entries)
SMILES	Gli-Sufu antag	SENP8 inh	HKDC1 inh	Apaf-1 inh	UBC13 polyUb	697 NFkB inh	SENP7 block	Jurkat NFkB inh
Cc1ccc(N(C(=O)CNC(=O)c2ccco2)C(C(=O)NCC2CCCO2)c2ccccc2)cc1 (stereo not given)	4	5	-4	0	5	-2	-3	9
CCOc1ccc(-c2nc(CSCC(=O)NCCCN3CCCC3=O)c(C)o2)cc1	-5	-5	-2	-8	0	14	3	15
Cc1ccn(S(=O)(=O)c2ccc(N3CCCC3=O)cc2)n1	6	-6	-3	8	-9	-2	-5	0
CC(=O)C1C(=O)C=C(c2ccco2)CC1c1ccccc1 (stereo not given)	-6	7	-8	20	-8	2	3	7
CC(C)C(=O)Nc1ccc2c(c1)nc(CCN1CCN(C)CC1)n2C	1	5	-12	-10	-3	-6	2	-13
Cc1c(Cc2ccccc2)c(=O)oc2c(C)c(OC(C)C(=O)N[C@@H](Cc3ccccc3)C(=O)O)ccc12 (stereo not given in full)	-1	-14	3	15	-44	12	-11	-8
O=C(/C=C/c1ccc(Cl)cc1Cl)NC(=S)Nc1ccccn1	-72	7	0	11	-8	-151	1	-107
O=C(NC(=S)NC1CCSC1=O)c1ccccc1Cl (stereo not given)	-3	5	-3	11	-8	-16	-7	-5
O=C(NCc1cccnc1)c1ccc(Cl)c(S(=O)(=O)Nc2ccccc2C(=O)NCc2cccnc2)c1	-6	-6	3	1	-1	10	-8	-3
Cc1ccc(S(=O)(=O)N(CC(=O)NC2CCCCCC2)c2ccccc2F)cc1	4	0	-6	12	9	8	3	-4
Cc1cc(Nc2ccc(C)c(Br)c2)n2nc(C)nc2n1	-3	-10	-6	7	5	11	10	1
Cc1ccc(Oc2ccc(S(=O)(=O)NCC(C)(C)N3CCOCC3)cc2)cc1	6	-2	-1	4	3	11	-2	12
CCN(CC)CCNC(=O)c1ccc(NS(=O)(=O)c2ccc3c(c2)OCCO3)cc1	0	-4	14	7	-4	-9	-6	3
CCCCn1c(N)c(N(CCOC)C(=O)COC(=O)c2ccccc2OCC)c(=O)[nH]c1=O	-7	7	-5	0	-17	-25	-8	6
Cc1cc(=O)oc2ccc(OC(C)C(=O)O)cc12 (stereo not given)	-2	1	3	0	6	9	6	-14
CCOc1cc(C(=O)Nc2ncccn2)cc(OCC)c1OCC	2	-1	-1	0	-1	-4	0	-5
C/C(N)=C(/C#N)C(=O)COC(=O)CNC(=O)c1ccc(Cl)cc1Cl	-5	-11	-34	11	-6	-2	-5	-4
C=C(C)c1cccc(C(C)(C)NC(=O)Nc2ccccc2OCC)c1	-3	-10	-8	10	-8	6	-4	-4
COc1cccc(N2CCN(C(=O)CN3C(=O)NC4(CCCC4)C3=O)CC2)c1	-1	0	-9	15	-1	-7	5	4

5 compounds from above, showing only Apaf-1 inh:
molecule | Apaf-1 inh
Cc1ccc(NC(=O)C2CCN(S(=O)(=O)c3c(C)n[nH]c3C)CC2)c(C)c1 | 0
COc1ccc(NC(=O)CC2C(=O)N(C)C(=S)N2Cc2ccco2)cc1 (stereo not given) | 16
Cc1ccc(N(C(=O)CNC(=O)c2ccco2)C(C(=O)NCC2CCCO2)c2ccccc2)cc1 (stereo not given) | 0
CCOc1ccc(-c2nc(CSCC(=O)NCCCN3CCCC3=O)c(C)o2)cc1 | -8
Cc1ccn(S(=O)(=O)c2ccc(N3CCCC3=O)cc2)n1 | 8
